AMA1-RON2 inh = AMA1-RON2 (P. falciparum) interaction inhibition; actives 0.2% (n = 360,000); AID 720542; AlphaScreen AMA1-biotinylated RON2 peptide binding; Potency, µM (top dose mostly 58.2 µM), inactives show at the highest dose activity change, negative = inhibition, usual class: inhibitors;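 note: potency is the fitted concentration of half-maximal effect; 0% = vehicle wells and -100% = peptide control; nearly all actives have a fitted effect of over 45% in size; some results filed as inactive show a strong effect at the top dose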
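AMA1 (3D7) with his tag at 25 nM final met compounds first, then biotinylated RON2 peptide at 25 nM; detection used donor plus acceptor beads, 10 µg/mL apiece, read by AlphaScreen after 30 min at room temperature.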
LmPK inhibitor = inhibitors of Leishmania mexicana pyruvate kinase; Q27686; purified LmPK, Kinase-Glo ATP luminescence, 1 h; Potency, µM (doses to about 57.5 µM), inactives show at the top dose activity change, negative = inhibition, most hits filed as inhibitors; actives 0.37% (n = 290,000); AID 1721; note: potency is the fitted concentration of half-maximal effect
Target sequence (Q27686 whole entry, looked up): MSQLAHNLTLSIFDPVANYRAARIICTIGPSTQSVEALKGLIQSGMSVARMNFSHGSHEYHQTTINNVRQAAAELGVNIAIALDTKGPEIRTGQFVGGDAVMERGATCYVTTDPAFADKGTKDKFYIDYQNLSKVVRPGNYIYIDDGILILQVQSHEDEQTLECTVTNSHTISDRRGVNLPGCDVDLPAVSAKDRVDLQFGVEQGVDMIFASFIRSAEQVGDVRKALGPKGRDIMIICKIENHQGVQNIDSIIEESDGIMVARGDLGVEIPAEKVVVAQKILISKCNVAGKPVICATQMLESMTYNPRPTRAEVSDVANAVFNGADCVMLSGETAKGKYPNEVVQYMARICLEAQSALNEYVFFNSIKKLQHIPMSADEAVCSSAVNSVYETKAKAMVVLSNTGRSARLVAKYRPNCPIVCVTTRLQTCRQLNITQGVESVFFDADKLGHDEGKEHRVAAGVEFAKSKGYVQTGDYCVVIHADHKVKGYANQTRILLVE
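Screened at intermediate enzyme activity to detect both inhibitors and activators: LmPK at 0.1 nM, with a 0.5 nM enzyme column as activation reference. PEP 0.5 mM, ADP 0.1 mM; ATP detected by luminescence after 1 h.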
Sm TGR inh = S. mansoni TGR enzyme inhibition. purified TGR, DTNB reduction, TNB absorbance 405 nm. Potency, µM (titrated, usually from 114 µM), for the others: top-dose activity change, negative = inhibition, usual class: inhibitors. actives 3% (n = 360,000). Q962Y6; note: potency is the fitted concentration of half-maximal effect; nearly all actives have a fitted effect of over 60% in size
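Kinetic colorimetric format: TGR-catalysed, NADPH-driven DTNB reduction monitored via TNB absorbance. Enzyme dispensed at 20 nM; compound exposure 15 min at room temperature before reaction start.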
Tb PYK inh = blocks Trypanosoma brucei pyruvate kinase; TbPYK enzyme, Kinase-Glo Plus ATP luminescence, 45 min; Potency, µM (series often up to 76.8 µM), for inactives: at the highest dose activity, negative = inhibition, hits mostly inhibitors; actives 0.12% (n = 410,000); note: potency is the fitted concentration of half-maximal effect; nearly all actives have a fitted effect of over 50% in size
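Quantitative HTS: titrated library compounds versus trypanosomal pyruvate kinase in TEA buffer (pH 7.2) containing KCl, MgCl2, BSA and Tween-20. Reactions were initiated with ADP, 130 uM final. Kinase-Glo Plus luminescence was read after 45 min at RT.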
AmpC inh no detg = inhibitors of E. coli AmpC beta-lactamase without detergent; P00811; AmpC nitrocefin hydrolysis, absorbance 480 nm, 0.0001% Triton; Potency, µM (highest dose often 57.1 µM), without a hit: at the top dose activity change, negative = inhibition, hits mostly inhibitors; actives 0.52% (n = 330,000); AID 485341;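 note: potency is the fitted concentration of half-maximal effect; plate controls were no compound for no effect and no enzyme for full effect; nearly all actives have a fitted effect of over 20% in size; some results filed as inactive show a strong effect at the top dose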
Target sequence (P00811 whole entry, looked up): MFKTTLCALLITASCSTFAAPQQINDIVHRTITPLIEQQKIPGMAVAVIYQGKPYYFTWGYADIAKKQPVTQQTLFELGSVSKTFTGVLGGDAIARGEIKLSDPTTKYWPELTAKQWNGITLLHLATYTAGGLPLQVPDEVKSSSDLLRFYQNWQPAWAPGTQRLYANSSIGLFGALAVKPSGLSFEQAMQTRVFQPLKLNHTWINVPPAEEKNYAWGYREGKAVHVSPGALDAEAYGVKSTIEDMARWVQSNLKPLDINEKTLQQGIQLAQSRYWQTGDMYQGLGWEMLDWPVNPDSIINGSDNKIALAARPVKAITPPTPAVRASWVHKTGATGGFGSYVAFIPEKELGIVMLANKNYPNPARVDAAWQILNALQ
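AmpC (5.3 nM in the dispensed reagent) in 20 mM phosphate pH 7.0 with 0.01% (detergent screen) or 0.0001% Triton X-100 was preincubated with compounds for 15 min at room temperature. Nitrocefin was then added from an 800 uM solution, and hydrolysis was followed at 480 nm.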
HCMV inh = blocks human cytomegalovirus replication | AID 1259415 | activity change, negative = inhibition, % at 57.5 µM | HFF cells, HCMV-luciferase reporter, 72 h; active compounds read low | actives 4.5% (n = 410,000); in the data active = activity change below about -60%; inconclusive = no clear call, values can overlap the other calls; inactive = above about -39%
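Inhibition of viral replication was scored as loss of reporter luminescence in HFFs infected with HCMV-luciferase (MOI 1 PFU/cell) for 72 h; compounds tested at 2 doses, normalized to buffer and Salinomycin controls.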
AmpC inh detg = inhibitors of E. coli AmpC beta-lactamase with detergent; AID 485294; actives 0.041% (n = 370,000); Potency, µM (titrated, usually from 114 µM), without a hit: top-dose activity change, negative = inhibition, actives largely listed as inhibitors; P00811; AmpC hydrolysis of nitrocefin, absorbance 480 nm, 0.01% Triton;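 note: potency is the fitted concentration of half-maximal effect; 0% = no-compound wells and -100% = no-enzyme wells; nearly all actives have a fitted effect of over 25% in size; some results filed as inactive show a strong effect at the top dose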
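20 mM phosphate pH 7.0 + 0.01% (detergent screen) or 0.0001% Triton X-100; 5.3 nM AmpC reagent; cpd preinc 15 min RT; nitrocefin (800 uM stock) to start; A480 q20 s × 4 min; Activity was normalised to no-enzyme and no-compound control wells.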
Active calls of the source: *; u = inconclusive; x = no result given; [ ] = another dose, or the depositor's remark. Unless noted, calls come from the whole dose curve; as a rule, active = well fitted curve in the direction sought with a large enough effect; inconclusive = small, poorly fitted or top-dose-only effect, or another doubt; inactive = no such curve, though single readings can be large; an effect the other way counts as inactive or inconclusive. Unless noted, % is set by controls: 0 for no effect and ±100 for the full control effect.

SMILES	AMA1-RON2 inh	LmPK inhibitor	Sm TGR inh	Tb PYK inh	AmpC inh no detg	HCMV inh	AmpC inh detg
O=C(CSc1nnc(SCc2cccc3ccccc23)s1)c1ccc2c(c1)OCO2	41.2%[activator]	5.3%	7.1%	-14.7%	25.1µM*	-15.5	-8.9%
CCOc1ccc(N2C(=O)CC(C(C)c3ccccc3)C2=O)cc1 (centres undefined)	-0.2%	-2.9%	0.0%	-10.0%	5.6%	-9.2	u
COc1cc(NC(=O)Nn2cnnc2)cc(OC)c1OC	9.1%	4.9%	8.9%	0.7%	-13.8%	-33.0	2.0%
COc1cccc(N2CCN(C(=O)c3cn(Cc4ccccc4)nc3-c3cccnc3)CC2)c1	-9.5%	x	11.7%	0.1%	108.3%[activator]	-37.5	-0.4%
COc1ccc(NC(=O)N(C)C[C@H]2Oc3ccc(NC(=O)CCN4CCOCC4)cc3C(=O)N([C@H](C)CO)C[C@@H]2C)cc1	-1.4%	x	x	3.0%	53.0%	11.9	x
CCN1CCN(Cc2ccc(OCc3ccccc3)cc2)CC1	18.1%	4.8%	-0.1%	-9.1%	2.3%	-18.4	-18.0%
Cc1[nH]c2ccccc2c1C1=CN2CCS(=O)(=O)N=C2S1	12.5%	0.7%	1.4%	-4.9%	-30.9%	35.6	-5.4%
CCc1cccc2c(C=C(C#N)C#N)cn(CC(=O)N3CCCCC3)c12	-1.5%	4.0%	0.7%	0.8%	-15.3%	28.4	2.9%
CN1CCN(C(=O)Cn2c(-c3cccs3)cc3cc(Cl)ccc32)CC1	x	x	-12.7%	1.3%	x	-26.7	-0.1%
COc1ccc(CCNC(=O)COc2cc(O)c3c(c2)OC(C)(C)CC3=O)cc1OC	-12.9%	-1.7%	4.5%	-4.3%	41.1%	21.4	-10.8%
O=C(NN=C1CCCCCC1)c1ccc(Cl)s1	51.5%[activator]	4.1%	5.9%	3.2%	-26.9%	u	u
O=C(CSc1nnc(-c2ccccc2F)o1)Nc1ccccc1Cl	x	x	-1.7%	6.2%	x	77.4	16.7%
CC1(CCc2ccccc2)NC(=O)N(CC(=O)N2CCc3ccccc32)C1=O (centres undefined)	3.3%	x	x	0.6%	x	4.3	x
COc1cccc(/C=N/NC(=O)c2ccoc2C)c1O	106.6%[activator]	7.94µM*	11.0%	-12.9%	-7.7%	-81.8*	-2.6%
CCOc1ccccc1NC(=O)n1ncc2c(C)cccc21	2.2%	-1.7%	-7.4%	0.5%	-10.5%	36.4	-2.0%
COc1ccc(C)cc1NC(=O)C(=O)c1cn(CC(=O)N2CCCC2)c2ccccc12	-20.7%	-3.2%	9.5%	-6.0%	140.0%[activator]	u	u
NC(=O)c1ccc(Nc2nc(C(N)COCc3ccccc3)cs2)cc1 (centres undefined)	74.9%[activator]	x	x	0.1%	x	-37.3	x
Cc1cccc(N(C(=O)c2snc(C(N)=O)c2N)C(C(=O)NC2CCCC2)c2ccco2)c1 (centres undefined)	-8.4%	1.8%	-29.2%	0.4%	20.0%	15.1	-13.1%
C/C(=N\NC(=O)CO/N=C(\C)c1cccs1)c1ccc(N)cc1	6.9%	4.2%	-1.6%	0.6%	-30.6%	-31.4	-10.4%
O=C(CCCc1nc2ccccc2s1)N1CCN(c2ccccc2)CC1	5.9%[11.6 µM]	9.1%	1.9%	-14.0%	39.6%	-26.4	-10.5%
CCCCOc1ccc(C(C)NC(=O)CCS(=O)(=O)Cc2ccc(Cl)cc2)cc1 (centres undefined)	0.7%[11.6 µM]	1.2%	-3.3%	12.3%	-25.0%	-37.3	-4.3%
COc1ccc(CNC(=O)C2CC(C)=CCC2C(=O)O)cc1 (centres undefined)	9.5%	4.2%	-18.0%	-6.4%	-17.8%	36.2	1.2%
CCC(=O)N1CCCc2cc(S(=O)(=O)N3CCC(C(=O)NCc4ccc(F)cc4)CC3)ccc21	x	x	-11.1%	4.0%	x	-11.1	3.4%
Oc1cccc(C=NN=C2c3ccccc3-c3ccccc32)c1	-24.2%	x	x	-8.8%	x	1.3	x
CCCCS(=O)(=O)N1CCN(S(=O)(=O)c2cccs2)CC1	14.8%	-2.4%	3.8%	-1.9%	-0.6%	x	2.8%
O=C1CC(=O)N(Cc2ccco2)C(=S)N1	-9.8%	24.6%	1.78µM*	8.2%	-57.5%	x	u
CN(C)c1ccc(C(=S)N2CCN(c3ccc([N+](=O)[O-])cc3)CC2)cc1	-3.8%	-6.9%	8.4%	u	-31.4%	14.5	-4.1%
C/C(=N\N1CCN(c2ccc(Cl)cc2)CC1)c1cccc([N+](=O)[O-])c1	u	0.9%	5.3%	1.4%	4.5%[2.29 µM]	u	-7.4%
Cc1ccc(N(CC(=O)NC2CCCC2)C(=O)CCC(=O)Nc2nccs2)cc1C	0.4%	-4.5%	-1.2%	-0.6%	-6.8%	6.7	0.8%
O=C(c1cnc(Cl)c(Cl)c1)N1CCC(Cc2ccccc2)CC1	-5.4%	8.3%	5.1%	-3.1%	12.4%	-20.7	u

Part of the list above, limited to Tb PYK inh:
canonical_smiles	Tb PYK inh
Cc1cccc(N(C(=O)c2snc(C(N)=O)c2N)C(C(=O)NC2CCCC2)c2ccco2)c1 (centres undefined)	0.4%
C/C(=N\NC(=O)CO/N=C(\C)c1cccs1)c1ccc(N)cc1	0.6%
O=C(CCCc1nc2ccccc2s1)N1CCN(c2ccccc2)CC1	-14.0%
CCCCOc1ccc(C(C)NC(=O)CCS(=O)(=O)Cc2ccc(Cl)cc2)cc1 (centres undefined)	12.3%
COc1ccc(CNC(=O)C2CC(C)=CCC2C(=O)O)cc1 (centres undefined)	-6.4%
CCC(=O)N1CCCc2cc(S(=O)(=O)N3CCC(C(=O)NCc4ccc(F)cc4)CC3)ccc21	4.0%

Already shown: 2 of the compounds above.
SMILES	AMA1-RON2 inh	LmPK inhibitor	Sm TGR inh	Tb PYK inh	AmpC inh no detg	HCMV inh	AmpC inh detg
Cc1ccc(N(CC(=O)NC2CCCC2)C(=O)CCC(=O)Nc2nccs2)cc1C	0.4%	-4.5%	-1.2%	-0.6%	-6.8%	6.7	0.8%
O=C(c1cnc(Cl)c(Cl)c1)N1CCC(Cc2ccccc2)CC1	-5.4%	8.3%	5.1%	-3.1%	12.4%	-20.7	u

The listing continues:
SMILES	AMA1-RON2 inh	LmPK inhibitor	Sm TGR inh	Tb PYK inh	AmpC inh no detg	HCMV inh	AmpC inh detg
Nc1ccc(Nc2ccc([N+](=O)[O-])cc2[N+](=O)[O-])cc1	-26.1%	4.9%	0.3%	1.9%	-24.3%	-33.5	3.0%
COc1ccc(NC(=O)C(C/C=C(/C)Cl)C(C)=O)cc1 (centres undefined)	-10.6%	4.3%	1.1%	u	-6.0%	1.7	-1.0%
CCOc1ccc(NC(=O)CC2C(=O)NCCN2C(=O)Nc2ccccc2)cc1 (centres undefined)	-3.0%	7.3%	3.6%	-1.0%	69.9%[activator]	-22.9	-2.1%
CCOC(=O)/C(=N\O)C1=NC(C)(C)Cc2ccccc21	5.1%	-0.8%	2.5%	-2.0%	4.6%	21.0	-10.1%
CN(C)c1ccc(/C=C/c2noc(-c3ccccc3O)n2)cc1	x	x	4.6%	1.4%	x	-24.9	20.2%
CCOCC(O)CSCc1ccc(Cl)cc1 (centres undefined)	-11.1%	0.0%	10µM*	x	x	-29.2	2.2%
CCC(C)N1C(=O)/C(=C/c2c(NCCCOC(C)C)nc3c(C)cccn3c2=O)SC1=S (centres undefined)	-7.1%	-8.0%	9.4%	0.4%	-25.8%	-27.7	0.5%
Cc1nn(Cc2ccc(Cl)cc2)c(C)c1NC(=O)c1cc(-c2ccc3c(c2)OCO3)on1	-10.2%	2.0%	3.9%	3.9%	-46.0%	-93.7*	-2.5%
O=C(O)c1cc(-c2cccs2)nc2ccc(Br)cc12	x	-1.0%	-5.0%	x	-4.3%	-12.3	-1.0%
COC(=O)[C@@]12OC[C@]34[C@H]([C@@H](O)[C@@H]1O)[C@@]1(C)C(=O)C(O[C@@H]5OC(CO)[C@@H](O)[C@@H](O)[C@@H]5O)=C[C@@H](C)[C@@H]1C[C@H]3OC(=O)[C@H](OC(=O)/C=C(\C)C(C)(C)OC(C)=O)[C@@H]24 (some centres undefined)	24.3%	x	u	2.0%	78.2%[activator]	x	u
CCN(CC)CCCC(C)NC(=O)c1c(NC(=O)c2ccccc2)sc2c1CCCC2 (centres undefined)	-23.1%	4.9%	-3.0%	-0.7%	77.8%[activator]	-27.3	-6.4%
CCOC(=O)c1ccc(Nc2ncnc3ccc(C)cc23)cc1	10.8%	1.4%	6.3%	3.9%	-19.2%	-11.0	u
COc1cc(OC)cc(C2=Cc3ccccc3C(CC(=O)c3ccco3)N2c2ccc(-c3cccnc3)cc2)c1 (centres undefined)	-17.0%	x	x	2.1%	x	55.4	x
COc1ccccc1C(=O)Nc1nnc(SCC(=O)NC2CCCC2)s1	6.3%	-0.3%	1.1%	-3.1%	15.2%	x	14.9%
Cc1cc(/C=C2/SC(=S)N(c3ccc([N+](=O)[O-])cc3)C2=O)c(C)n1-c1cccnc1	-10.3%	-0.6%	-0.1%	-4.5%	-22.6%	-83.1*	5.6%
Cc1ccc(S(=O)(=O)NNC(=S)Nc2ccc(Cl)cc2)cc1	58.5%[activator]	-14.5%	-7.0%	5.5%	-48.8%	-12.3	-1.2%
COc1ccc(-c2noc(CN(C(C)C)S(=O)(=O)c3ccc(Br)cc3)n2)cc1	x	x	0.6%	9.3%	x	-6.0	20.6%
COCCCNC(=O)c1c(C)nn(-c2ccc(F)cc2)c1-n1cccc1	x	x	6.0%	-0.5%	x	-9.8	13.2%
S=C(NCc1cccs1)Nc1cccc(Cl)c1	-0.4%	5.6%	-20.9%	4.2%	-31.6%	-69.4*	-0.6%
CCOC(=O)N1CCN(C(=O)c2cc(-c3ccc(F)cc3)[nH]c2C)CC1	-14.1%	0.0%	1.9%	0.8%	70.8%[activator]	43.2	-0.4%
COc1ccc(C(CNC(=O)C2CC(=O)N(Cc3ccccc3)C2)N2CCCC2)cc1 (centres undefined)	81.2%[activator]	x	-11.0%	-12.4%	57.5%	7.4	-6.1%
CCSc1nnc2c(n1)OC(c1cc(OC)c(OC)c(OC)c1)Nc1ccccc1-2 (centres undefined)	x	x	0.1%	2.2%	x	31.0	12.8%
CCOc1ccc(CCNC(=O)COC(=O)COc2ccc(Br)cc2)cc1OCC	-5.8%	-0.8%	2.6%	0.5%	127.6%[activator]	6.9	-7.9%
CCS(=O)(=O)N1CCCC(C(=O)Oc2ccc(Br)cc2)C1 (centres undefined)	-5.0%	-0.6%	7.4%	-2.3%	39.4%	-0.5	-10.3%
CC1CN2C(=O)C1(c1ccccc1)C(=O)NC2=S (centres undefined)	5.6%	x	x	0.7%	x	4.7	x

Bioassay records (PubChem)
